TRb SRC2 PPI: qHTS for Inhibitors of the Interaction of Thyroid Hormone Receptor and Steroid Receptor Coregulator 2; AID 1469, 2008; Potency, µM (series often up to 106 µM), for inactives: top-dose activity change, negative = inhibition, most hits filed as inhibitors; hit rate 0.065% among 280,000; TRbeta-SRC2 peptide binding, fluorescence polarization; receptor liganded with 1 µM T3; Thyroid hormone receptor beta (Homo sapiens), P10828;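 further: plate controls were bound peptide for no effect and peptide without receptor for full effect; nearly all actives have a fitted effect of over 50% in size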
Target sequence (P10828 whole entry, looked up): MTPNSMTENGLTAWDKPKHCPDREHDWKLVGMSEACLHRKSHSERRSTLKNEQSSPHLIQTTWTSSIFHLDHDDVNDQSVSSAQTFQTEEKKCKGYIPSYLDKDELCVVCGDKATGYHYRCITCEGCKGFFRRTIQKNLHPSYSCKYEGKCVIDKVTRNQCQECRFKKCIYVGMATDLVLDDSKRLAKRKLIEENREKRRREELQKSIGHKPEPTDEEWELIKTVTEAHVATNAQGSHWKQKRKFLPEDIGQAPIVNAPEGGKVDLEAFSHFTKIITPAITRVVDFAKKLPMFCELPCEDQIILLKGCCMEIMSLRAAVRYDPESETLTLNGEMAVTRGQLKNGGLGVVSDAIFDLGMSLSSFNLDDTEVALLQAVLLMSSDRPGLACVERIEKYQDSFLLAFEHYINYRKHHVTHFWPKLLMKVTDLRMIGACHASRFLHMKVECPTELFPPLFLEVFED
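Human TRb LBD (0.6 uM) plus Texas Red-labeled SRC2 peptide (20 nM), 1uM T3, 5% DMSO, 5 hr at ambient temperature. Decreased polarization (555/632 nm) flags inhibition; data normalized to free and bound peptide controls.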
L3MBTL1 block: qHTS Assay for the Inhibitors of L3MBTL1. Lethal(3)malignant brain tumor-like protein 1 (Homo sapiens), Q9Y468. AlphaScreen L3MBTL1–H3K9me1 peptide binding. Potency, µM (series often up to 57.1 µM), without a hit: at the highest dose activity, negative = inhibition, actives largely listed as inhibitors. hit rate 0.66% among 230,000. AID 485360, 2010; further: nearly all actives have a fitted effect of over 60% in size
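Read-out is AlphaScreen signal from streptavidin donor and nickel chelate acceptor beads (10 ug/mL final each) bridging L3MBTL1 (50 nM) and biotinylated K9-monomethylated H3(1-15) peptide (75 nM), after 30 min compound exposure at room temperature.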
ALDH1A1 inh: qHTS Assay for Inhibitors of Aldehyde Dehydrogenase 1 (ALDH1A1) | Aldehyde dehydrogenase 1A1 (Homo sapiens), P00352 | Purified ALDH1A1, NADH fluorescence, propionaldehyde substrate | Potency, µM (highest dose often 75.3 µM), for the others: at the top dose activity, negative = inhibition, usual class: inhibitors | hit rate 7.3% among 220,000; active means well fitted inhibition curve with a large enough effect, not every such curve was filed as active; inconclusive means small, poorly fitted or top-dose-only effect, or another doubt; inactive means no such curve, though single readings can be large or run the other way;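 further: plate controls were no enzyme wells and a reference inhibitor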
Target sequence (P00352 whole entry, looked up): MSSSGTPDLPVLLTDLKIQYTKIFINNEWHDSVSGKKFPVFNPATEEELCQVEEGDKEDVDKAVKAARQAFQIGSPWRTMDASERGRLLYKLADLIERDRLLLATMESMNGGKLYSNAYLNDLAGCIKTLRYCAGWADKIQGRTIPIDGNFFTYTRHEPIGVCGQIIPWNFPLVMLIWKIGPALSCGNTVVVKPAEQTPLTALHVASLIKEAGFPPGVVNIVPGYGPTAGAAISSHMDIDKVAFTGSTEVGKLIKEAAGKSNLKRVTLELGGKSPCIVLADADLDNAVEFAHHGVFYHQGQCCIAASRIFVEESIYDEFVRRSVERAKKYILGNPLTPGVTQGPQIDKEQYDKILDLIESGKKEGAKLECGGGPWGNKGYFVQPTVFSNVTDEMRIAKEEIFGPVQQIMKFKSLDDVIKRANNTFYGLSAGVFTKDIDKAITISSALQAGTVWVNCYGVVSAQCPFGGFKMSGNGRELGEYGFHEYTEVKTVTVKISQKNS
GLA spleen mod: qHTS Assay for Inhibitors and Activators of Human alpha-Galactosidase From Spleen Homogenate | human spleen homogenate, 4MU-alpha-Gal fluorescence, 40 min | Potency, µM (highest dose often 80 µM), without a hit: at the top dose activity change, negative = inhibition, hits mostly inhibitors | hit rate 0.008% among 240,000 | AID 2107, 2009;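 further: 0% = enzyme with vehicle and -100% = no enzyme basal signal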
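Inhibition or activation of alpha-galactosidase in human spleen homogenate is scored by 4-MU fluorescence after 40 min at 37C, pH 5.0, with 1 mM substrate. AC50s come from concentration-response fitted to the Hill equation.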
Tau fluor cs: Counterscreen qHTS for Inhibitors of Tau Fibril Formation, Fluorescence Polarization. tau K18 P301L Alexa594 fluorescence, heparin fibrillization. AID 1463, 2008. hit rate 0.93% among 280,000. Potency, µM (series often up to 57.7 µM), inactives show top-dose activity change, negative = decrease; further: nearly all actives have a fitted effect of over 55% in size
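Human K18 P301L tau (15 uM unlabeled plus 0.24 uM Alexa 594-labeled, final) in 100 mM sodium acetate pH 7 was mixed with compound and 20 uM heparin and incubated 6 hr at 37 C.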
TexasRed fluor: Total Fluorescence Counterscreen for Inhibitors of the Interaction of Thyroid Hormone Receptor and Steroid Receptor Coregulator 2 | TRb/SRC2 Texas Red total fluorescence interference | Potency, µM (titrated, usually from 106 µM), inactives show top-dose fluorescence change, negative = quenching | hit rate 0.29% among 280,000; active means well fitted curve in either direction with a large enough effect; inconclusive means small, poorly fitted or top-dose-only effect
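Human TRβ ligand-binding domain (0.6 uM) and Texas Red SRC2 peptide (20 nM) in Tris buffer with 1 uM T3 and 5% DMSO were incubated with pinned compound for 5 hr at ambient temperature. Total fluorescence was computed as S + 2P (555/632 nm).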
Tau fibril ThT: qHTS for Inhibitors of Tau Fibril Formation, Thioflavin T Binding; Microtubule-associated protein tau (Homo sapiens), P10636; hit rate 2.1% among 270,000; Potency, µM (series often up to 57.4 µM), for the others: top-dose activity, negative = inhibition, most hits filed as inhibitors; recombinant tau K18 P301L, heparin-induced fibrillization, ThT fluorescence; AID 1460, 2008; further: nearly all actives have a fitted effect of over 55% in size
Target sequence (P10636 561-689 P618L limits assumed): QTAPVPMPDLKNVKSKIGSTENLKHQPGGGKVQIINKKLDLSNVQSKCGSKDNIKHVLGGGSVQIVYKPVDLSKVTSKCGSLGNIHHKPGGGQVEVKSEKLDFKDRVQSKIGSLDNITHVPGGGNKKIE
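Fibril formation assay: tau K18 P301L at 15 uM with trace Alexa 594 label, heparin inducer 20 uM, pH 7 sodium acetate buffer, 37 C for 6 hr; endpoint ThT signal.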
Tau fibril FP: qHTS for Inhibitors of Tau Fibril Formation, Fluorescence Polarization; Microtubule-associated protein tau (Homo sapiens), P10636; K18 P301L tau heparin fibrillization, Alexa594 FP, 6 h; Potency, µM (doses to about 57.7 µM), for inactives: top-dose activity, negative = inhibition, actives largely listed as inhibitors; hit rate 0.39% among 280,000; AID 1468, 2008; further: nearly all actives have a fitted effect of over 55% in size
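FP of Alexa 594-tau after heparin (20 uM) induction. Substrate: human K18 P301L, 15 uM unlabeled, 0.24 uM labeled. Buffer 100 mM sodium acetate pH 7. 6 hr, 37 C.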
Active calls of the source: *; ? = inconclusive; / = not tested or not shown; [ ] = another dose, or the depositor's remark. Unless noted, the call rests on the fitted dose curve; in most records, active means well fitted curve in the direction sought with a large enough effect; inconclusive means small, poorly fitted or top-dose-only effect, or another doubt; inactive means no such curve, though single readings can be large; an effect the other way counts as inactive or inconclusive. Unless noted, on the % scale 0 is the no-effect control and ±100 the full control effect; potency means the concentration at half of the fitted maximal effect.

| SMILES | Tau fibril FP | TexasRed fluor | Tau fluor cs | Tau fibril ThT | L3MBTL1 block | GLA spleen mod | ALDH1A1 inh | TRb SRC2 PPI |
| --- | --- | --- | --- | --- | --- | --- | --- | --- |
| Clc1cc(Cl)cc(CSc2nnc(-c3sccc3-n3cccc3)o2)c1 | -9% | 0% | -12% | -8% | -1% | 0% | -14% | -5% |
| CC(C)c1nc2cc3ccccc3cc2[nH]1 | 1% | -1% | -9% | -6% | -4% | 4% | -8% | 4% |
| CCCNc1nc(-c2cc(-c3ccc(Cl)cc3)on2)cc(C(C)C)n1 | -8% | -3% | -8% | -5% | / | 1% | / | -3% |
| Cc1cccc(NC(=O)c2nc[nH]c2C(=O)Nc2ccccc2[N+](=O)[O-])c1 | 1% | -1% | -22% | 4% | 8% | 3% | 13% | 12% |
| Cc1c(/C(O)=C2\C(=O)C(=O)N(CCN(C)C)C2c2cccs2)cnn1-c1ccccc1 (stereo not given) | ? | 2% | -28% | ? | -3% | -15% | ? | -1% |
| CC(=O)Oc1ccc(C(=O)Nc2cccc(C(=O)c3cccc(NC(=O)c4ccc(OC(C)=O)cc4)c3)c2)cc1 | 1% | -5% | -9% | 9% | -8% | 1% | 6% | 9% |
| O=C(NCc1cccs1)c1ccc(Cn2c(SCc3ccccc3)nc3cccnc32)cc1 | -4% | 0% | ? | -16% | / | / | / | -1% |
| O=C(CCC(=O)NNC(=O)Cc1ccccc1)NCc1ccccc1 | 1% | 3% | -3% | -7% | 6% | -3% | 8% | 6% |
| C=C(C)Cn1cnc2cc(C)c(C)cc21 | 13% | -1% | 6% | 6% | 25% | 5% | -3% | -2% |
| Cc1ccc(-n2[nH]c(C)c(CCC#N)c2=O)cc1 | 6% | -2% | 8% | 6% | -6% | 0% | -1% | 4% |
| O=C(CSc1nccn1Cc1ccc(Cl)cc1)Nc1ccc2c(c1)OCO2 | 6% | -6% | -25% | -4% | / | / | / | 2% |
| O=C(c1ccc(F)cc1)n1nc(-c2ccccc2)nc1NCc1ccc(F)cc1 | -9% | -12% | -15% | -4% | / | / | / | 2% |
| COC1OC(CO)C(O)C(O)C1O (stereo not given) | 7% | -1% | 8% | 10% | 13% | 4% | 0% | 10% |
| Cc1cc(OCc2ccccc2)ccc1/C(O)=C1/C(=O)C(=O)N(Cc2cccnc2)C1c1ccncc1 (stereo not given) | 7% | 0% | 6% | -2% | 2% | 3% | ? | 2% |
| O=C(Nc1ccc(Cl)cc1)Nc1ccc(S(=O)(=O)Nc2ncccn2)cc1 | ? | -7% | ? | 11% | / | -5% | -3% | 2% |
| COc1ccc(Nc2nc(-c3c[nH]c4ccccc34)cs2)cc1 | ? | 27% | 13µM*[quencher] | 8.9µM* | -11% | 4% | ? | 14% |
| CC(=O)Nc1cc2cc(NS(=O)(=O)c3ccc(C)cc3)ccc2oc1=O | 4% | -2% | 17% | / | / | -1% | / | -1% |
| O=C(OCc1ccc(Cl)cc1)c1cccnc1Cl | -8% | -2% | -10% | -3% | 55%[activator] | 0% | 6% | -3% |
| COc1ccc(N2C(=O)CC(NCc3cccs3)C2=O)cc1 (stereo not given) | 7% | -4% | 2% | 3% | 7% | 11% | -1% | -10% |
| COc1cccc(C(=O)Nc2nnc(-c3cccs3)o2)c1 | 2% | -8% | -10% | -6% | 7% | -2% | 8% | 4% |
| COc1ccc(CCNC(=O)CCCOc2cccc(C)c2C)cc1OC | 10% | 3% | -7% | ? | / | 9% | / | -7% |
| CN(C)c1ccnc2sc(C(=O)c3ccc(Br)cc3)c(N)c12 | -3% | 0% | 3% | 9% | 54%[activator] | -4% | ? | -5% |
| CC(=O)NNC(=O)c1csc(Cc2c(Cl)sc3ccc(Cl)cc23)n1 | 9% | -2% | -17% | / | / | 8% | / | 4% |
| O=C1c2cccc3cccc(c23)C(=O)N1OS(=O)(=O)c1ccc(Cl)cc1 | -12% | 0% | -9% | -7% | 6% | 2% | ? | -1% |
| Cn1c(CCN2CCCCC2)nc2cc(NS(=O)(=O)c3ccc(F)cc3)ccc21 | 4% | -4% | -1% | -9% | -1% | 3% | -11% | -12% |
| COc1ccccc1-n1cnnc1SCC(=O)NCC1CCCO1 (stereo not given) | 3% | 1% | -13% | -9% | / | 3% | ? | -3% |
| CCOc1ccc(C2C3=C(CCCC3=O)OC(N)=C2[N+](=O)[O-])cc1 (stereo not given) | 8% | 2% | -13% | ? | 7% | 5% | / | -3% |
| O=C(C1CCCCN1S(=O)(=O)c1ccccc1[N+](=O)[O-])N1CCCCC1 (stereo not given) | -2% | -1% | -5% | 5% | -2% | 6% | -7% | 1% |
| CC(=O)c1ccc(NC(=S)Nc2cccc(Cl)c2C)cc1 | -2% | -4% | -8% | -1% | 9% | -3% | ? | 0% |
| CCOC(=O)c1cc(C(=O)c2ccccc2O)cn2c(=O)c3c(C)c(C)sc3nc12 | -8% | -3% | -24% | ? | -1% | -3% | 14µM* | -1% |
| Cn1c(=O)c(=O)n(C)c2cc(N3CCOCC3)c(NS(=O)(=O)c3ccc(F)c(Cl)c3)cc21 | -1% | 0% | -1% | -9% | / | / | / | 0% |
| CC(=O)Nc1ccc(S(=O)(=O)NCC2CCC(C(=O)N3CCCCCC3)CC2)cc1 (stereo not given) | 5% | -2% | 7% | 3% | 1% | 3% | 22µM* | -5% |
| CC(=O)OC12CC3CC(C1)C(=NO)C(C3)C2 | 0% | -1% | 7% | 7% | 7% | -1% | 3% | -9% |
| CCCOc1ccc(C(=O)NC(=S)Nc2nc3ccc(C)cc3s2)cc1 | -1% | 1% | -17% | ? | 4% | 3% | 24% | -4% |
| Cc1ccc(NC(=O)CN2c3ccccc3S(=O)(=O)c3ccccc32)cc1F | ? | 2% | ? | 4% | / | / | / | 0% |
| Cc1ccc(-c2nc3ncccc3o2)cc1NC(=O)c1ccc(-c2cccc(Cl)c2C)o1 | 1% | -9% | 3% | -2% | / | / | / | -7% |
| CCn1c(=N)c(C(=O)NC2CCCC2)cc2c(=O)n3ccccc3nc21 | -6% | -1% | 3% | -3% | / | / | / | -8% |
| COc1ccc(/C=N/NC(=S)Nc2cc(C(F)(F)F)ccc2Cl)cc1 | -6% | 2% | -19% | -13% | 6% | -6% | / | -8% |
| COc1cc2c(cc1OC)C(COc1cc(C)cc(C)c1)N(C(=O)C(C)(C)C)CC2 (stereo not given) | -2% | -1% | -14% | -11% | / | / | / | 10% |
| Cc1ccc(NC(=O)CSc2nnc(C)n2CC2CCCO2)cc1 (stereo not given) | -4% | 0% | 5% | 0% | 14% | 2% | 3% | 3% |

Three entries from above, as labelled records:
Molecule: CC(=O)NNC(=O)c1csc(Cc2c(Cl)sc3ccc(Cl)cc23)n1
  Tau fibril FP: 9%	TexasRed fluor: -2%	Tau fluor cs: -17%	Tau fibril ThT: /	L3MBTL1 block: /	GLA spleen mod: 8%	ALDH1A1 inh: /	TRb SRC2 PPI: 4%
Molecule: O=C1c2cccc3cccc(c23)C(=O)N1OS(=O)(=O)c1ccc(Cl)cc1
  Tau fibril FP: -12%	TexasRed fluor: 0%	Tau fluor cs: -9%	Tau fibril ThT: -7%	L3MBTL1 block: 6%	GLA spleen mod: 2%	ALDH1A1 inh: ?	TRb SRC2 PPI: -1%
Molecule: Cn1c(CCN2CCCCC2)nc2cc(NS(=O)(=O)c3ccc(F)cc3)ccc21
  Tau fibril FP: 4%	TexasRed fluor: -4%	Tau fluor cs: -1%	Tau fibril ThT: -9%	L3MBTL1 block: -1%	GLA spleen mod: 3%	ALDH1A1 inh: -11%	TRb SRC2 PPI: -12%

Following part
| SMILES | Tau fibril FP | TexasRed fluor | Tau fluor cs | Tau fibril ThT | L3MBTL1 block | GLA spleen mod | ALDH1A1 inh | TRb SRC2 PPI |
| --- | --- | --- | --- | --- | --- | --- | --- | --- |
| NC(=S)N/N=C/c1ccc(Br)o1 | 10% | -1% | -1% | -8% | 6% | -3% | ? | 9% |
| Nc1cc(Cl)c(N)c(Cl)c1 | / | -3%[201 µM] | / | / | / | -2% | ? | 2%[201 µM] |
| CCC(CC)NC(=O)Cc1ccc(F)cc1 | 5% | -1% | -6% | 0% | -5% | 1% | -8% | 9% |
| O=c1c2c(nc3n1CCCCC3)-c1ccccc1CC21CCCC1 | -13% | -4% | -17% | -27% | 12% | 4% | 0.63µM* | -4% |
| COc1ccc(-n2ncc3c2ncn2nc(Cc4ccccc4)nc32)cc1 | -8% | 0% | 1% | ? | / | / | / | -6% |
| Cc1ccc(C2CCN(C(=O)Nc3ccc(Cl)c(Cl)c3)C2)cc1 (stereo not given) | ? | -26% | -29% | ? | / | / | / | 1% |
| CCOC(=O)c1ccc2nc(NC(=O)c3ccco3)sc2c1 | -4% | 0% | -24% | ? | 20% | -10% | ? | 2% |
| CCOc1ccccc1NC(=O)Cn1nc2c3cc(F)ccc3n(Cc3cccc(C)c3)cc-2c1=O | 1% | 1% | -11% | ? | / | / | / | -5% |
| Cc1ccc2c(c1)nnn2C1CCN(C(=O)NCc2ccccc2)CC1 | 5% | 1% | -3% | -8% | 1% | -4% | -9% | -12% |
| Cc1ccc(NC(=O)c2cc(S(=O)(=O)NC3CCCCC3)ccc2F)cc1Cl | ? | -2% | -24% | 14% | / | / | / | -3% |
| CCC(=O)N1CCc2cc(CNS(=O)(=O)c3ccc(NC(=O)CC(C)C)cc3)ccc21 | 1% | -4% | -8% | -7% | / | / | / | -2% |
| O=C(c1ccccc1)N1CCN(c2ccc([N+](=O)[O-])cc2-n2cccc2)CC1 | 2% | -1% | -16% | / | / | 0% | / | -11% |
| CC(=O)NC1C(=O)N(C)c2ccc(Br)cc21 (stereo not given) | 1% | 0% | 0% | 1% | 8% | -13% | 3% | 1% |
| O=C(CSc1nnc(-c2ccco2)n1Cc1ccco1)NCc1cccs1 | ? | 2% | -5% | -6% | 5% | -3% | 8% | -1% |
| O=C(Nc1ccc2c(c1)nc1n2CCN(Cc2ccccc2)C1)NC1CCCCC1 | 5% | 1% | ? | ? | / | -4% | ? | -1% |
